# Source: PubChem BioAssay
# Cdc42 wt GTP = modulators of GTP binding to wildtype Cdc42, primary screen, biochemical, multiplex bead flow cytometry, Bodipy-GTP | GST-Cdc42 beads; actives lie on both sides | percent activity (GTP binding), % at 10 µM | 0.2% of 190,000 active;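 active = percent activity GTP binding at least 20 points away from the 100% baseline, either down as inhibitor or up as activator; inconclusive = compound flagged as likely green fluorescent from well-wide comparison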;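 also: median bead fluorescence of bound Bodipy-FL-GTP at 100 nM; 0% = excess unlabeled GTP control and 100% = no compound control; below 100% means less GTP binding so inhibitor and above means activator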
# Target sequence (P60953 whole entry, looked up): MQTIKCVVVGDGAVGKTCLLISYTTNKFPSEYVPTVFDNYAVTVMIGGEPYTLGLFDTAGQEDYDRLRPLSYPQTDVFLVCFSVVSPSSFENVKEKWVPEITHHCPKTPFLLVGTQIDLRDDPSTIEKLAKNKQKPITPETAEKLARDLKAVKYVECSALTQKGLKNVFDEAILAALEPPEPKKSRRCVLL
# Avidin bead fluor = green autofluorescence of compounds with avidin beads – biophysical, 488/530 nm, flow cytometry, artefact control, profiling panel; compound fluorescence 488/530 nm; stronger effect = higher value; fluorescence (KMESF) at 10 µM; 0.38% of 220,000 active; in the data active = fluorescence above about 47; also: inactives centre near 10
# Pf gamet viab = late stage P. falciparum gametocyte viability inhibitors, primary screen, ATP luminescence, HTS. 0.065% of 150,000 active. inhibition, % at 10.9 µM. AID 743093, 2013. P. falciparum stage V gametocytes, 24 h;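 active = inhibition above the mean plus 3 SD of compounds within the control limits, set per campaign, cut at about 38% in these data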;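 also: 0% = DMSO wells and 100% = medium only without gametocytes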
# Rab2A wt mod = modulators of GTP binding to Rab2A wildtype, primary screen, biochemical, dog, bead-based flow cytometry, multiplex | Ras-related protein Rab-2A (Canis lupus familiaris), P61105 | GST-Rab2 wt beads, Bodipy-GTP binding | GTP binding activity, % at 10 µM | 0.19% of 190,000 active | AID 760, 2007;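 active = GTP binding activity at least 20 points away from 100%, either lowered or raised; inconclusive = signal likely due to the compound's own green fluorescence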;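 also: 0% = beads with excess unlabeled GTP and 100% = no-compound control corrected for plate trend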
# HRas wt GTP bind = modulators of GTP binding to HRas wildtype, primary screen, biochemical, bead-based flow cytometry, multiplex; GST-Ras wt beads, Bodipy-FL-GTP binding; actives lie on both sides; 0.14% of 190,000 active; GTP binding activity, % at 10 µM; GTPase HRas (Homo sapiens), P01112;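 active = GTP binding activity at least 20% away from the 100% baseline, either lowered as inhibitor or raised as activator; inconclusive = flagged as likely green fluorescent, judged across all proteins in the well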;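 also: 0% = unlabeled GTP competition control and 100% = no-compound control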
# Target sequence (P01112 whole entry, looked up): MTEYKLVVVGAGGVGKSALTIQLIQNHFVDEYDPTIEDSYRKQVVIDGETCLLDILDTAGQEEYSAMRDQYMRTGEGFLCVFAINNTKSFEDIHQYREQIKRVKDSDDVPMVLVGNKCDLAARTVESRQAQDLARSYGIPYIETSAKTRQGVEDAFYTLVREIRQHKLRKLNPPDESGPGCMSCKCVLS
# Mcl1 Bid PPI = Mcl-1/Bid binding inhibitors, primary screen, biochemical, TR-FRET, 1536-well; TR-FRET Mcl-1/Bid-Dy647 peptide binding; inhibition, % at 21.7 µM; 0.97% of 220,000 active;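 active = compounds that cut the binding signal by more than half at the single screening dose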;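 also: His-tagged Mcl-1 with europium anti-His antibody binding Bid BH3 peptide; 0% = Mcl-1 plus peptide wells and 100% = peptide-only wells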
# Target sequence (Q07820 whole entry, looked up): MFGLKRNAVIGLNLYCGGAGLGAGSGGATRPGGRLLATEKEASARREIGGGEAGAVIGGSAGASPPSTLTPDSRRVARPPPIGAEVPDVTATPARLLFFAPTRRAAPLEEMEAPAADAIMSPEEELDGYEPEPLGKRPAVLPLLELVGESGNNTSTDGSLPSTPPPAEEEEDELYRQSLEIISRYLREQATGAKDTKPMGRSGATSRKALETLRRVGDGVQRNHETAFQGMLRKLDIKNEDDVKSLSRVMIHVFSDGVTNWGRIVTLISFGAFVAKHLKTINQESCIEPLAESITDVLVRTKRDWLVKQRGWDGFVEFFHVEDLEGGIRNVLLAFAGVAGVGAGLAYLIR
# Rac1 act GTP bind = GTP binding modulators of activated mutant Rac1, primary screen, biochemical, bead-based flow cytometry, multiplex, fluorescent GTP; percent activity (GTP binding), % at 10 µM; GST-Rac1 activated beads; actives lie on both sides; 100% means binding = to untreated wells; 0.11% of 190,000 active; AID 764, 2007;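 active = GTP binding at least 20 percentage points away from the 100% baseline, in either direction, so actives lie on both sides; inconclusive = Compound likely fluorescent itself, or too few beads counted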
# GSH bead fluor = compound fluorescence on glutathione beads, profiling panel, artefact control, biophysical, 488/530 nm, flow cytometry; GSH beads flow cytometry, compound fluorescence 488/530 nm; stronger effect = higher value; fluorescence (KMESF) at 10 µM; 0.25% of 190,000 active; in the data active = fluorescence above about 89;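 also: glutathione beads carrying GST-tagged Bcl family fusion proteins plus one bare bead set; values are compound well signal with DMSO vehicle wells as background; inactives centre near 16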
# Rac1 wt GTP bind = wildtype Rac1 GTP binding modulators, primary screen, biochemical, GST-Rac1 beads, flow cytometry, multiplex. fluorescent GTP binding; actives lie on both sides; 0 = cold GTP competed, 100 = untreated. GTP binding activity (% of control), % at 10 µM. 0.27% of 190,000 active. AID 757, 2007;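 active = GTP binding activity at least 20 points away from the 100% control level, either lower or higher; inconclusive = compound flagged as likely green fluorescent, judged across all proteins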
# Mcl1-Noxa inh = Mcl-1/Noxa binding inhibitors, primary screen, biochemical, TR-FRET, 1536-well; Induced myeloid leukemia cell differentiation protein Mcl-1 (Homo sapiens), Q07820; TR-FRET Mcl-1/Noxa peptide binding, 2 h; inhibition, % at 21.7 µM; 1.5% of 220,000 active;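 active = compounds that cut the protein-peptide binding signal by more than 50% relative to plate controls in a single-dose test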;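 also: His-tagged Mcl-1 with rhodamine Noxa BH3 peptide and terbium anti-His antibody; 0% = Mcl-1 plus Noxa peptide wells and 100% = peptide-only wells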
# Rab7 wt GTP bind = modulators of GTP binding to Rab7, primary screen, biochemical, wildtype, multiplex bead flow cytometry; Rab7 GTPase wild type (dog), Bodipy-FL-GTP binding; GST-Rab7 beads, fluorescent GTP binding; actives lie on both sides; untreated = 100%, excess cold GTP = 0%; GTP binding activity (percent of control), % at 10 µM; 0.055% of 190,000 active; AID 758, 2007;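 active = fluorescent GTP binding to Rab7 beads changed by at least 20 points from the 100% baseline, either direction, mostly lower; inconclusive = compound itself probably fluorescent, or too few beads counted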;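 also: median green fluorescence of bound Bodipy-FL-GTP per Rab7 bead population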
# * hit, by the source's call; i = inactive; u = inconclusive; x = not tested or not shown. Random draw from the library. About 3% of those tested had a hit in this group.
SMILES,Cdc42 wt GTP,Avidin bead fluor,Pf gamet viab,Rab2A wt mod,HRas wt GTP bind,Mcl1 Bid PPI,Rac1 act GTP bind,GSH bead fluor,Rac1 wt GTP bind,Mcl1-Noxa inh,Rab7 wt GTP bind
COc1cccc(CNC23CC4CC(CC(C4)C2)C3)c1OCc1ccccc1,104,6,2,106,103,-35,96,24,102,5,109
CCOc1ccc(NC(=O)C(=O)NCCCn2ccnc2)cc1,100,9,x,95,99,-3,95,40,98,0,96
COc1ccc(NC(C)C(=O)Nc2ccc(C(C)(C)C)cc2)cc1Cl (stereo not given),97,4,x,99,99,3,100,53,103,10,99
O=C(COC(=O)Cc1cccc(C(F)(F)F)c1)NC1CC1,99,0,-7,96,93,-9,99,14,99,-10,93
CSc1nnc(-c2sc(-c3ccccc3)nc2C)n1C,101,8,-14,99,96,-34,100,13,101,-8,98
O=C(NCCC1=CCCCC1)C1CCN(S(=O)(=O)N2CCCC2)CC1,104,7,16,101,99,-7,95,14,98,-2,96
CCOC(=O)N1CCN(c2ncnc3c2[nH]c2ccc(F)cc23)CC1,100,19,x,97,100,-29,96,11,98,15,98
Cc1csc2nc(CSc3nc4ccccc4o3)cn12,98,11,x,99,98,20,98,38,102,51*,101
CCOc1ccc(/C(=N\O)C(C)NO)cc1 (stereo not given),104,33,13,103,101,8,98,18,105,14,101
C/C(CCC(=O)OC[C@H]1O[C@H](C#Cc2ccccc2)C=C[C@@H]1Oc1ccc(C)cc1)=N\OC[C@@H](O)[C@H]1O[C@@H]2OC(C)(C)O[C@@H]2[C@H]1O,86,11,x,95,98,10,87,19,98,4,98
O=c1c2[nH]c3ccccc3c2ncn1CCCn1ccnc1,u,8,-26,u,u,-31,u,48,u,5,u
CC(=O)Nc1c(NC(=O)CC#N)[nH]c2c(c1=O)c(=O)n(C)c(=O)n2C,96,12,-8,97,96,-23,98,13,100,20,101
COc1ccccc1/C=C(/C(=O)NCCCn1ccnc1)c1ccccc1,98,11,0,98,99,-15,95,14,99,-1,106
COCCCNC(=O)c1ccc2c(=O)n(Cc3ccc(OC)cc3)c(=O)[nH]c2c1,94,9,10,96,97,-13,94,27,94,5,100
CC(C)CCn1c(=O)c2ccccc2n2c(CN3C(=O)NC4(CCC(C)CC4)C3=O)nnc12 (stereo not given),96,18,x,97,99,-29,95,8,97,11,98
O=C(Nc1cccc2c1CCCC2)c1cc([N+](=O)[O-])ccc1Cl,102,13,x,103,103,-15,102,14,107,1,103
Cc1ccc(O)c(NC(=O)C2CC(c3c(F)cccc3Cl)=NO2)c1 (stereo not given),96,36,-6,97,97,-18,94,16,97,7,98
Nc1ccc2c(c1)C/C(=C/c1ccco1)C2=O,99,1,-4,98,98,-83,99,8,102,37,96
CC[n+]1c(/C=C2\Sc3ccccc3N2C)ccc2cccc(C)c21,94,8,21,95,95,-14,95,9,94,-20,104
COC(=O)c1[nH]c2ccccc2c1NC(=O)CN1CCN(C(=O)c2ccco2)CC1,98,17,x,100,98,-32,97,26,95,5,93
CN(C)S(=O)(=O)c1ccc2nnn(O)c2c1,95,5,-4,99,96,-2,98,20,101,-1,99
C/C(=N\NC(=O)c1ccc(CN2CCOCC2)cc1)c1ccc(NC(=O)c2ccccc2)cc1,98,6,-5,96,96,2,97,22,98,5,96
O=C(N=Nc1c(O)[nH]c2ccccc12)c1cc(NS(=O)(=O)c2cccs2)cc(NS(=O)(=O)c2cccs2)c1,87,x,-17,89,90,-33,86,11,89,57*,101
Nc1ccc(C23CC4CC(CC(CO)(C4)C2)C3)cc1,104,25,x,100,101,-46,100,22,109,-16,101
CCC(CC)C(=O)NCCc1cc2c(OC)ccc(OC)c2[nH]c1=O,97,25,17,96,99,10,98,25,100,-1,97
Cc1ccc(C(=O)OCC(=O)NC(C)C)cc1S(=O)(=O)N1CCOCC1,94,8,-48,101,96,-19,94,14,96,18,100
COc1ccc(OC)c(CCNC(=O)CSc2ccsc2[N+](=O)[O-])c1,95,9,3,96,95,-35,96,12,99,22,98
CCOC(=O)C1C2C=CC3(CN(c4ccc(Cl)c(F)c4)C(=O)C13)O2 (stereo not given),105,21,x,104,102,-5,102,14,104,-16,102
CC(C)(C)OC(=O)NC(=NCCCc1cn(CC(=O)N2CCN(C(=O)OC(C)(C)C)CC2)nn1)NC(=O)OC(C)(C)C,99,6,-34,99,97,-15,97,20,98,-11,103
CCCCc1nc2sc3c(SCC(=O)NCc4ccco4)ncnc3c2c2c1CCC2,104,33,x,99,101,-81,99,12,104,i,99
Cc1ccc2nc(N3CCN(Cc4ccc(F)cc4)C3=O)c(C)cc2c1,94,8,x,94,96,-14,94,23,94,2,96
C=CCCC(=O)Nc1nc(C)c(-c2csc(Nc3ccccc3OC)n2)s1,101,30,-9,98,98,-8,99,23,102,17,98
COc1cc(/C=C2\SC(=Nc3ccc(N4CCOCC4)cc3)N(C)C2=O)ccc1OC(C)C(=O)O (stereo not given),97,16,-3,97,100,-36,97,15,100,24,100
COc1ccc(NC(=O)CO/N=C2/CCCc3nonc32)c(OC)c1,96,24,-10,97,97,-24,95,12,100,15,101
Cc1ccccc1Nc1nc(N)nc(CSc2nnnn2-c2ccccc2)n1,95,9,x,94,95,-7,91,35,88,x,94
CSc1nnc(C)c(=O)n1COC(=O)COc1ccc(Cl)cc1,95,22,16,96,97,-43,94,7,95,11,96
Cc1ccc(C)c(OCC(=O)Nc2nonc2NC(=O)COc2cc(C)ccc2C)c1,98,13,7,98,101,-2,98,35,102,29,101
O=C1c2ccccc2C(Nc2ccc3c(c2)OCCO3)N1Cc1ccccc1 (stereo not given),97,8,x,100,100,-29,98,24,102,19,98
COc1ccccc1C(=O)N1CCN(C2CCN(Cc3ccccc3)CC2)CC1,103,10,9,101,99,48,100,26,104,32,99
COc1ccc(CN(Cc2cccnc2)S(=O)(=O)c2ccc(-n3cnnn3)c(C)c2)cc1OC,96,8,x,93,93,-8,94,15,91,-17,95
O=C1NC2=C(C(=O)CCC2)C(c2ccc3ncccc3c2)N1 (stereo not given),107,30,25,105,105,-17,104,22,108,9,104
Cn1c2ccc(Cl)cc2c2nc3ccccc3nc21,u,5,x,u,u,44,u,15,u,34,u
O=C(c1ccccc1)c1c[nH]c(C(=O)NCCCN2CCOCC2)c1,101,5,-2,100,100,-35,100,26,104,-10,100
CCOC(=O)C[n+]1c(C)csc1C,99,4,9,98,99,-36,99,10,101,-7,97
O=C(Nc1cc2c(oc1=O)CCCC2=O)c1ccc(Cl)cc1,101,10,-29,99,99,-66,101,4,106,57*,99
COc1ccccc1N1CCN(C(=O)c2ccc(S(=O)(=O)N3CCCCC3)cc2)CC1,95,13,-3,96,98,4,91,27,91,-11,97
Cc1ccc(SCCn2nc(C(=O)O)c3ccccc3c2=O)cc1,96,19,4,96,96,-9,95,9,96,3,103
CC(C(=O)Nc1sc2c(c1C(=O)NCc1ccco1)CCCC2)N1C(=O)c2ccccc2C1=O (stereo not given),104,4,x,100,101,-33,99,28,106,14,99
COc1ccc(NC(=O)NCc2ccccn2)cc1OC,98,21,5,100,97,-8,97,30,100,31,98
CCCC(=O)Nc1cccc(-c2nc3cc(C)c(C)cc3o2)c1,91,10,-4,95,91,1,95,15,87,-13,97
O=[N+]([O-])c1ccccc1NCCNc1ncc(C(F)(F)F)cc1Cl,99,7,0,101,99,-17,99,29,100,4,96
C(=N\N1CCN(C2c3ccccc3-c3ccccc32)CC1)/c1ccncc1,92,13,-3,96,97,6,92,27,91,11,97
C/C(=N\NC(=O)c1ccc(-c2ccccc2)cc1)C1C(=O)c2ccccc2C1=O,84,6,x,92,90,-12,87,13,87,4,100
CCOc1ccc(NC(=O)CSc2nc3ccccc3c(=O)n2CCCC(=O)NCCCN2CCCC2=O)cc1,99,16,5,101,100,-23,97,16,98,-11,100
O=C(/C=C/c1ccco1)OCC1CCCN2CCCCC12 (stereo not given),101,9,-1,98,97,-29,94,22,97,12,97
Cn1c(=O)cc(OCC(=O)NCc2cccs2)c2ccccc21,104,16,-6,104,102,-4,98,11,104,-3,99
CCCCn1nnnc1NCc1cc(OC)c(OC)c(OC)c1,96,3,x,95,96,10,94,26,96,16,96
N#CCC(=O)NC(=O)NCC1CC1,105,9,4,98,102,-12,97,17,106,0,93
O=C(Nc1ccc(Cl)cc1)Nc1nnc(CSc2ccc(Cl)cc2)s1,99,16,-11,95,98,18,99,13,101,10,95
Cc1onc(-c2ccccc2Cl)c1C(=O)N1C=CC(C(F)(F)Cl)=NCC1,98,19,0,97,99,-5,99,15,104,-3,99
# The list continues.
SMILES,Cdc42 wt GTP,Avidin bead fluor,Pf gamet viab,Rab2A wt mod,HRas wt GTP bind,Mcl1 Bid PPI,Rac1 act GTP bind,GSH bead fluor,Rac1 wt GTP bind,Mcl1-Noxa inh,Rab7 wt GTP bind
Cc1ccccc1CSc1nc(-c2ccccc2)cc(=O)[nH]1,98,24,1,96,98,6,94,11,102,6,100
O=S(=O)(Nc1nc2ccccc2nc1Cl)c1ccccc1,99,5,x,97,98,-32,95,17,100,18,99
COc1ccc2c(c1)c1ncn(Cc3ccco3)c(=O)c1n2C,u,29,x,u,u,-7,u,15,u,21,u
Brc1ccc(/C=N/c2nc3ccccc3n2CCN2CCOCC2)cc1,97,3,-6,97,100,-29,101,10,102,18,98
O=C(c1ccc(F)cc1)N(C(=O)c1ccc(F)cc1)c1ncccn1,98,7,9,97,99,-14,96,11,99,0,95
O=C(C1CC1)N1CCc2cc(S(=O)(=O)NC3CCN(Cc4ccccc4)CC3)ccc21,102,21,x,107,102,1,105,14,105,-11,107
CC(O)CNCc1cccc2ccccc12 (stereo not given),101,8,1,101,102,1,100,55,103,8,101
COc1ccc(C)cc1NC(=O)COC(=O)C1CCN(C(=O)c2ccc(Cl)cc2)CC1,95,9,10,95,94,-1,94,14,96,6,97
Cc1cc(C)c(NC(=O)C2CC(=O)N(c3ccc4c(c3)OCCO4)C2)c(C)c1 (stereo not given),98,10,-3,99,101,-62,99,7,105,-9,98
O=S(=O)(Nc1nc2ccccc2[nH]1)c1ccc2ccccc2c1,94,6,x,93,93,11,90,30,95,-1,92
